GPR151 ag – activators of human GPR151 | Q8TDV0 | PathHunter beta-arrestin GPR151 cells, luminescence | activation, % at 11.2 µM | hit rate 1% among 650,000; in the data active = activation above about 4.9%;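 also: 0% = median of compound wells and 100% = cells with positive control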
Target sequence (Q8TDV0 whole entry, looked up): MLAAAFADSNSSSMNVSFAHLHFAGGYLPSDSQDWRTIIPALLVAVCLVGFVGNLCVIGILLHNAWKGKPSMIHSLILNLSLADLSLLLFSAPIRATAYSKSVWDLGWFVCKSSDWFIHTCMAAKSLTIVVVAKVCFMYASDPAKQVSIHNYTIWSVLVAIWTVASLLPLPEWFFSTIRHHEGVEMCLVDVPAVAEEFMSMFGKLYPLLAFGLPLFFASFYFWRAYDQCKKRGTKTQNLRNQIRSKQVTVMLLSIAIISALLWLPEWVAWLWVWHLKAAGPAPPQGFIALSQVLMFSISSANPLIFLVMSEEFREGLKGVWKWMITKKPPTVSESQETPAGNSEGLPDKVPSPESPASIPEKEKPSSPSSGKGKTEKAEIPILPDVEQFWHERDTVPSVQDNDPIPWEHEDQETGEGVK
TEAD-YAP block – TEAD-YAP interaction inhibition; HEK-TIYL cells, TEAD-Gal4/YAP UAS-luciferase luminescence; inhibition, % at 9.12 µM; hit rate 1.4% among 640,000; AID 1259422; in the data active = inhibition above about 32%;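 also: 0% = median of test compound wells and 100% = reference inhibitor wells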
FBW7 act – activators of human E3 ligase FBW7; AlphaScreen FBW7–phospho-cyclin E peptide binding, activator screen; Q969H0; normalized activity (activation), % at 26.1 µM; hit rate 0.13% among 650,000; AID 1259310; in the data active = normalized activity above about 1.9%;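 also: purified mutant Fbw7 with reduced substrate affinity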
MITF inh – human MITF inhibition, primary screen; hit rate 0.91% among 650,000; AlphaScreen MITF homodimerization, bead proximity signal; O75030; AID 1259374; inhibition, % at 2.6 µM; in the data active = inhibition above about 50%;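 also: 0% = vehicle wells with protein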
Target sequence (O75030 whole entry, looked up): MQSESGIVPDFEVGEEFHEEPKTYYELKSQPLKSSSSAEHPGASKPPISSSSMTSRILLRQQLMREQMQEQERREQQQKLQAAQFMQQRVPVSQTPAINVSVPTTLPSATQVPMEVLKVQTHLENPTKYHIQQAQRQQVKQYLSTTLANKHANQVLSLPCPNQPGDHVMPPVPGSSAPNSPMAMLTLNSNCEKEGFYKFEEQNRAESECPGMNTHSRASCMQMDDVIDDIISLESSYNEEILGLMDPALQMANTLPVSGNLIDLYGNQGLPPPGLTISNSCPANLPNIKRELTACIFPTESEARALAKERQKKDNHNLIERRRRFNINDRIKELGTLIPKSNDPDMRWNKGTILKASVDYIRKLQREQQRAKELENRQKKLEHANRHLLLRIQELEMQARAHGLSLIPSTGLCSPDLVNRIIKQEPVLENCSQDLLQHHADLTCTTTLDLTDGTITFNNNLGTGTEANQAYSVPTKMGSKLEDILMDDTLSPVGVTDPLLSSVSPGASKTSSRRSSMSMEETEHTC
The depositor's hits bear a star.

Compound | GPR151 ag | TEAD-YAP block | FBW7 act | MITF inh
CCOC(=O)CC(=O)CSc1nc2c(c(C)c1C#N)CCC2 | 0.1 | 0.2 | 0.0 | -2.8
Cc1ccc(C2Nc3ccccc3NC3=C2C(=O)CC(c2ccccc2Cl)C3)cc1 (stereo not drawn) | -0.3 | 13.9 | 0.1 | 13.5
Cc1c(C(=O)N/N=C/c2ccc(Br)cc2)nnn1-c1nonc1N | -0.6 | -2.9 | 0.1 | 3.2
COc1ccc(NC(=O)c2cc(C(=O)O)ccc2C(=O)O)c(OC)c1 | -0.9 | 3.2 | 0.0 | 16.9
O=C(Nc1c2c(nn1-c1cccc(Cl)c1)CSC2)c1cc(Br)ccc1Cl | 0.3 | 8.3 | 0.8 | 0.7
CCOc1ccc(CCNc2ccc(C(F)(F)F)cc2[N+](=O)[O-])cc1OCC | -0.6 | -6.7 | 0.1 | -2.2
CCOC(=O)C1=C(c2ccccc2)N=c2s/c(=C\c3ccc(-c4cc([N+](=O)[O-])ccc4Cl)o3)c(=O)n2C1c1ccccc1 (stereo not drawn) | 0.0 | 2.2 | -0.2 | -7.2
COc1nccnc1NS(=O)(=O)c1ccc(N2C(=O)c3c(Cl)c(Cl)c(Cl)c(Cl)c3C2=O)cc1 | -1.0 | 15.6 | -0.2 | -1.6
Cc1ccc(NC(=O)CCC(=O)N/N=C/c2ccco2)c(C)c1 | -0.8 | -3.2 | -0.1 | -20.5
N#CCSc1nc2ccccc2c(=O)n1CC1COc2ccccc2O1 (stereo not drawn) | -0.9 | 1.2 | 0.0 | 8.6
CCc1cccc2c(/C=C3/C(=O)N(C)c4ccccc43)cn(CC(=O)N3CCOCC3)c12 | 0.2 | 9.5 | 0.1 | 12.3
Cc1cccc(-n2nc3c(c2NC(=O)c2ccc(Cl)cc2Cl)CSC3)c1C | 1.1 | 7.0 | -0.3 | -3.6

Filtered by structure: the compounds so far with bromine (two)
Compound | GPR151 ag | TEAD-YAP block | FBW7 act | MITF inh
Cc1c(C(=O)N/N=C/c2ccc(Br)cc2)nnn1-c1nonc1N | -0.6 | -2.9 | 0.1 | 3.2
O=C(Nc1c2c(nn1-c1cccc(Cl)c1)CSC2)c1cc(Br)ccc1Cl | 0.3 | 8.3 | 0.8 | 0.7

(next part)
Compound | GPR151 ag | TEAD-YAP block | FBW7 act | MITF inh
Cc1cc(C)n(CC2CCN(C(=O)C3CCN(S(C)(=O)=O)CC3)CC2)n1 | 0.6 | 0.7 | 0.2 | 7.6
O=C(CSc1cn(CC(=O)N2CCOCC2)c2ccccc12)N1CCCC1 | -0.7 | -6.1 | 0.1 | 9.4
O=C(NCCCS(=O)(=O)N1CCN(c2ccccn2)CC1)C1(c2ccc(Cl)cc2)CCCC1 | 3.3 | 31.3 | 0.1 | -3.2
COc1cc(C=O)c(Br)cc1OC(C)C | 0.6 | -2.8 | -0.1 | -12.8
Cc1cc2c(=O)n(CC(=O)Nc3ccc4c(c3)OCCO4)cnc2s1 | -1.4 | -15.2 | -0.2 | -4.9
Cc1ccc(C(=O)COC(=O)c2cc(-c3ccc(Cl)cc3)nc3ccccc23)cc1 | 1.5 | 7.0 | -0.1 | 4.6
Nc1[nH]nc(NCCNCCO)c1[N+](=O)[O-] | -0.8 | -12.1 | 0.1 | -10.0
Brc1ccc2c(c1)C(c1cccnc1)=NNC(c1cccnc1)=N2 | 0.4 | -9.6 | -0.1 | -4.5
CN(C)c1ccc(/C=C2\SC(=Nc3ccccc3)N(CCO)C2=O)cc1 | 0.0 | 24.0 | 0.1 | -1.0
CC1CCCCN1Cc1cc(=O)oc2ccc(O)cc12 (stereo not drawn) | 0.8 | -12.9 | -0.1 | 5.5
COCCNC(=O)c1ccc(NS(=O)(=O)c2ccc(C(C)(C)C)cc2)cc1 | 1.3 | 5.7 | 0.2 | -5.3
COc1ccc(C(=O)N/N=C(\C)CC(=O)Nc2ccc3c(c2)OCCO3)c(OC)c1 | -0.4 | -27.4 | 0.2 | -1.8
O=C(CNC(=O)c1ccc(Br)cc1)NC1CCCCC1 | 3.4 | 4.4 | 0.3 | 5.2
CC(=O)N1CCN(C(=O)c2ccc(OCc3ccc4ccccc4n3)cc2)CC1 | 1.3 | -9.3 | -0.2 | -8.2
COc1ccc(/C=C2/SC(=O)N(CCC(=O)Nc3ccccc3C(=O)O)C2=S)cc1 | -0.5 | 2.9 | 0.0 | 2.4
C=CCN(C(=O)c1csnn1)C(C(=O)NC(C)(C)C)c1ccccn1 (stereo not drawn) | 0.2 | 2.1 | 0.0 | -2.0
CCn1c(C(O)c2cccc(OC)c2)nc2ccccc21 (stereo not drawn) | -1.3 | 9.1 | 0.7 | 17.4
CCOC(=O)c1cccc(N2C(=O)c3ccc(Oc4cccc([N+](=O)[O-])c4)cc3C2=O)c1 | -1.7 | -3.9 | 0.1 | -2.8
Cn1c(C(=O)N2CCCC2)cc2sccc21 | 0.4 | 6.5 | 0.1 | 9.9
CN1CCN(C(CNC(=O)NCCc2ccccc2)c2ccc3c(c2)CCN3C)CC1 (stereo not drawn) | -1.2 | 10.8 | 0.3 | 0.3
COc1ccc(Nc2nc(NCCO)nc3c2cnn3C)cc1 | 0.0 | 1.7 | 0.1 | -2.1
COc1ccccc1NC(=O)CSc1nnc(-c2ccc(NS(C)(=O)=O)cc2)o1 | -0.2 | -27.0 | -0.1 | 6.1
CC(C)(C)C(=O)NC1CCN(C(=S)Nc2ccccc2Cl)CC1 | -0.9 | 2.7 | -0.1 | -4.3
N#Cc1ccc(NC(=O)COC(=O)c2cccc(F)c2)cc1 | -0.7 | 10.9 | 0.0 | -1.7
O=C(Cc1ccccc1)NCCc1nc2ccccc2[nH]1 | -0.4 | -0.8 | 0.4 | 14.5
COC(=O)c1ccc(NS(=O)(=O)c2c[nH]c3ccc([N+](=O)[O-])cc23)cc1 | 0.3 | -5.5 | -0.1 | -4.2
COc1cc2c(cc1OC)C(COc1ccc([N+](=O)[O-])cc1)N(C(=O)c1ccco1)CC2 (stereo not drawn) | -0.9 | -4.1 | 0.5 | 10.1
NC(=O)c1sc2nc3c(c(-c4cccs4)c2c1N)CCCC3 | 1.1 | 21.0 | -0.1 | -7.0
Cc1ccc(-c2nc(Nc3ccc4c(c3)OCCO4)c3ccccc3n2)cc1 | -0.9 | -3.2 | 0.2 | 7.5
COc1ccc(N2CCN(c3ccc(C(N)=O)cc3[N+](=O)[O-])CC2)cc1 | 0.9 | 2.6 | -0.2 | -1.3
Cc1nc(SCC(=O)c2ccc(O)c(O)c2)n[nH]1 | -1.8 | -5.6 | -0.2 | 15.3
Cc1c(C(=O)Nc2c3c(nn2C(C)(C)C)CS(=O)(=O)C3)cccc1[N+](=O)[O-] | -0.8 | -0.6 | 0.0 | -3.5
COc1ccc(CNC(=O)C(=O)Nc2cccc(C(F)(F)F)c2)cc1 | -0.6 | 2.3 | 1.6 | 24.8
COc1ccc(NC(=O)c2ccc(S(=O)(=O)N(C)C3CCCC3)cc2)cc1 | 0.8 | 9.0 | 0.0 | -6.4
O=C(Nc1ccc2cn[nH]c2c1)c1c(F)cccc1Cl | -0.7 | -58.1 | 0.2 | 15.4
CC(=O)c1[nH]c(C)c(C(C)=O)c1C | -0.6 | -5.9 | -0.1 | -6.4
CCOC(=O)c1sc(NC(=O)CSc2nc3cccnc3n2C)nc1C | 1.0 | 1.1 | -0.1 | 10.3
Cc1cc(C(=O)NCCn2nc(-c3cccs3)oc2=O)on1 | 0.2 | -3.0 | 0.0 | 6.4
O=C(O)c1cc2cc(CC(=O)c3ccc(O)cc3O)ccc2o1 | -0.8 | 8.4 | 0.2 | 11.2
O=C(Cn1cncn1)NCC1CCC2(CCN(CCCc3ccccc3)CC2)O1 (stereo not drawn) | -0.2 | -3.5 | 0.0 | -2.5
C/C=C/C(=O)N1CCCC(c2nc(-c3cccc(OC)c3)no2)C1 (stereo not drawn) | -0.9 | -26.0 | -0.2 | -8.3
CCc1cc2c(=O)c(-c3ccc4c(c3)OCCO4)coc2cc1OC | 0.3 | -0.9 | 0.0 | -2.8
O=C(CSCC(=O)Nc1cccc(Br)c1)Nc1cccc(Cl)c1 | 1.2 | 4.9 | -0.1 | 9.0
COC(=O)C1=C(N)OC2=C(C(=O)CC(c3ccccc3)C2)C1c1cccs1 (stereo not drawn) | 0.4 | -4.1 | -0.2 | -4.4
Cc1ccc(-c2nc(CS(=O)(=O)CC(=O)Nc3ccc(C)cc3C)c(C)o2)cc1 | 0.3 | 6.9 | 0.1 | 14.2
Cc1ccc(-c2noc(CNC(=O)Nc3ccccc3C)n2)cc1 | 0.0 | -7.2 | -0.1 | 24.7
CC(C)CN1CCN(Cc2ccc(O)cc2)CC1CCO (stereo not drawn) | 1.0 | -12.0 | 0.0 | -4.4
CC(Sc1nnnn1-c1ccc(Cl)cc1)C(=O)NC(C)(C#N)C(C)C (stereo not drawn) | -0.2 | 1.7 | 0.0 | 10.2
CCCNC(=O)Cn1cnc2sc(C(=O)O)c(C)c2c1=O | 0.8 | 5.7 | 0.0 | 10.5
CC1CC(C)CN(S(=O)(=O)c2ccc(C(=O)Nc3nc4c(s3)CCc3ccccc3-4)cc2)C1 (stereo not drawn) | -0.6 | 9.9 | -0.3 | 3.1
COc1ccc(OC)c(/C=C2/SC(N3CCC(C)CC3)=NC2=O)c1 | 1.0 | -5.1 | 0.4 | 13.2
C/C(Cn1cnc([N+](=O)[O-])n1)=N\NC(=O)c1ccccc1O | 0.3 | -19.9 | 0.0 | 7.1
CC1=C(C(=O)Nc2cccnc2)C(c2ccc(O)cc2)n2ncnc2N1 (stereo not drawn) | -1.5 | 7.7 | -0.1 | 1.7
CC(=O)Nc1nc(NC(=O)/C=C/c2ccccc2)n(-c2ccccc2)n1 | -0.3 | 5.8 | -0.3 | -3.1
Cc1ccc(-c2csc(NC(=O)c3ccc(S(=O)(=O)N4CC(C)OC(C)C4)cc3)n2)o1 (stereo not drawn) | -0.9 | 5.5 | -0.1 | -5.0
CCOc1ccc(Br)cc1S(=O)(=O)N(C)c1cccc(OC)n1 | -2.4 | -8.9 | 0.2 | 17.8
Cc1ccccc1-n1c(=S)sc2c(=O)n(-c3ccccc3)c(SCc3ccc(Cl)cc3)nc21 | 1.5 | -5.4 | -0.2 | -4.6
Cc1cc(C(=O)Nc2cccc(-c3nc4ccccc4o3)c2)ccc1[N+](=O)[O-] | 1.2 | -5.2 | 0.2 | 14.2
CSc1ccccc1C(=O)Nc1ccc(S(=O)(=O)N2CCCCCC2)cc1 | -1.1 | -11.8 | 0.0 | -8.6
COc1cccc(-n2nnc3c(=O)n(CC(=O)N4CCCC4)cnc32)c1 | -0.4 | 10.2 | -0.2 | -3.0

(list continues)
mol	GPR151 ag	TEAD-YAP block	FBW7 act	MITF inh
CCn1c(SCC(=O)Nc2ccc3c(c2)OCO3)nc2c(c1=O)SCC2	1.5	-6.1	-0.2	-4.5
CCc1c(C)nc(SCC(=O)c2ccc(OC)cc2)c(C(N)=O)c1C	-0.4	4.2	0.0	-6.6
CC(C)(C)c1cc(C(=O)O)nn1-c1ccccc1	0.1	-1.9	0.1	10.8
CC(CCc1ccccc1)NC(=O)c1ccccc1[N+](=O)[O-] (stereo not drawn)	-0.4	4.3	0.5	9.9
COc1ccc(C2=NN(CC(=O)NCCCN3CCOCC3)C(=O)CC2)cc1	0.9	-1.9	0.1	-2.9
CCc1nc(SCC(=O)O)c(C#N)cc1C	0.5	0.2	0.2	4.8
CC(C)CC(=O)Nc1c2c(nn1C(C)(C)C)CSC2	-0.7	-9.2	0.0	-6.0
O=C1NC(=O)C(C(C[N+](=O)[O-])c2ccc(O)cc2)C(=O)N1 (stereo not drawn)	-1.0	-4.3	-0.2	3.7
COCc1ccc(CN2CCN(CCc3ccccc3)C(CCO)C2)o1 (stereo not drawn)	1.8	15.1	0.2	-8.9
O=S(=O)(Nc1cccc(F)c1)c1ccc(-c2ccccc2)cc1	0.6	-10.7	-0.1	-4.8
CCC(=O)N1N=C2c3cc(OC)ccc3CCC2C1c1ccc(N(C)C)cc1 (stereo not drawn)	1.2	6.2	-0.1	0.3
CC1(C)OC(=O)C(=CNc2ccc(F)c(F)c2)C(=O)O1	0.2	-2.8	0.1	10.2
O=C(Nc1ccccc1)OCCOc1ccc(I)cc1	0.1	-21.9	0.0	-5.4
CCN1CCN(C(c2cccs2)C(C)NS(=O)(=O)c2ccc([N+](=O)[O-])cc2)CC1 (stereo not drawn)	-0.4	2.7	-0.1	-7.1
COc1ccc(OCC(=O)Nc2ccc(N3CCN(C(=O)c4ccccc4)CC3)cc2)cc1	-0.9	-0.6	0.2	8.3

Three compounds drawn at random from the list so far:
mol	GPR151 ag	TEAD-YAP block	FBW7 act	MITF inh
CCc1nc(SCC(=O)O)c(C#N)cc1C	0.5	0.2	0.2	4.8
CCc1c(C)nc(SCC(=O)c2ccc(OC)cc2)c(C(N)=O)c1C	-0.4	4.2	0.0	-6.6
O=S(=O)(Nc1cccc(F)c1)c1ccc(-c2ccccc2)cc1	0.6	-10.7	-0.1	-4.8

(further entries)
mol	GPR151 ag	TEAD-YAP block	FBW7 act	MITF inh
O=S(=O)(c1ccc(F)cc1F)N1CCCCCC1	-0.8	2.0	-0.1	-8.4
CCCSc1nnc(CSc2nc(C)cc(C)n2)n1C	0.3	-16.0	0.6	6.0
C/C(CC(=O)Nc1ccc(N(C)C)cc1)=N\NC(=O)c1cc(Cl)ccc1O	0.3	0.4	0.1	11.0
NS(=O)(=O)c1ccc(NNC(=O)/C=C/c2cccs2)cc1	1.1	4.3	0.1	4.3
Cc1ccc(NC(=O)C2(NC(=O)Cn3nnnc3N)CCCCC2)cc1	-0.1	13.2	0.1	16.6
COc1cc(S(=O)(=O)NCc2cccnc2)c(OC)cc1Br	-0.5	0.9	0.0	5.7
NC(=O)CCC(NS(=O)(=O)c1ccc(Cl)c(C(F)(F)F)c1)C(=O)O (stereo not drawn)	0.2	-1.8	0.0	-0.9

Compound activity (PubChem BioAssay)
